From PubChem BioAssay
M4 antag: CHRM4 antagonism in calcium assay. P08173. CHO-hM4 cells, ACh EC80, Fluo-8 calcium fluorescence. inhibition, % at 3 µM. actives 0.73% (n = 360,000);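 active = inhibition above its plate's cutoff, the mean inhibition of sample wells plus 3 SD, cut at about 27% in these data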;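 also: 0% = acetylcholine EC80 with DMSO and 100% = DMSO without agonist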
Target sequence (P08173 whole entry, looked up): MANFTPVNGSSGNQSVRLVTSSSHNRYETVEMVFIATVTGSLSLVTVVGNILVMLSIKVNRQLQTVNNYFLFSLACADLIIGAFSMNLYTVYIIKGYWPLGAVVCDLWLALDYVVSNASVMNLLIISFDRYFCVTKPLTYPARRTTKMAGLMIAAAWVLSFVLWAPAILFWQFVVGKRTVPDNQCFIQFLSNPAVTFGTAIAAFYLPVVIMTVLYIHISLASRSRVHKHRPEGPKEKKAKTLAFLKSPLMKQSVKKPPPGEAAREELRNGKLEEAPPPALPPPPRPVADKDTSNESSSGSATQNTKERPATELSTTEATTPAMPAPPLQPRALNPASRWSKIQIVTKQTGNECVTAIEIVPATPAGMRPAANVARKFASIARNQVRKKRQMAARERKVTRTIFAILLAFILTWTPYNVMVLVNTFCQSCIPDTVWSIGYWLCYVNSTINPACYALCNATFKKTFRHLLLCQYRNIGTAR
M5 PAM: CHRM5 positive allosteric modulation; P08912; CHO-K1 hM5, Fluo-8 calcium, ACh EC20 PAM; 0% = ACh EC20, 100% = ACh EC100; activation, % at 3 µM; actives 0.3% (n = 360,000); AID 624038;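 active = activation above the run cutoff, the mean activation of all test compounds plus 3 SD, cut at about 18% in these data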
Target sequence (P08912 whole entry, looked up): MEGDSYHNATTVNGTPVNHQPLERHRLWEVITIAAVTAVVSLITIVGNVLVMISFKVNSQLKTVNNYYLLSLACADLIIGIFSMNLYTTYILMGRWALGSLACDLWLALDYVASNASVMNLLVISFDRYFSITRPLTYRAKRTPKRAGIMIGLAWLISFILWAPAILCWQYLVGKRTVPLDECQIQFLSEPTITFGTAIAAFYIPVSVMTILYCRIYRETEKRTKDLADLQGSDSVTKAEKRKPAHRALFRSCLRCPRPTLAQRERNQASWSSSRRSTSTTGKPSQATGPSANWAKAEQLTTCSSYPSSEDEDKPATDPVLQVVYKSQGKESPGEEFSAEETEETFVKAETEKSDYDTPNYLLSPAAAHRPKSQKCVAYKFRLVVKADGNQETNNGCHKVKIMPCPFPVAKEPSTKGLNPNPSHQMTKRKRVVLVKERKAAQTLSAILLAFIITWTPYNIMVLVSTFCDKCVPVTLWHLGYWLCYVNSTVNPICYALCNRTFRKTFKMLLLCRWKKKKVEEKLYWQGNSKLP
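Measured by: Fluo-8 calcium fluorescence; material: human M5 receptor in CHO-K1 cells; schedule: Post-acetylcholine fluorescence recording 140 s; benchmarks: low control EC20 acetylcholine (0%), high control EC100 acetylcholine (100%); read-out: Max/basal fluorescence ratio as % of EC20–EC100 ACh window; compound: single dose, 3 µM nominal final test concentration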
CHO-K1 Ca PAM: nonselective activator or artifact in parental CHO-K1 calcium assay; activation, % at 3 µM; AID 602247; actives 0.02% (n = 360,000); ATP EC20, Fluo-8 calcium fluorescence; 0% at ATP EC20, 100% at ATP max;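 active = activation above the run cutoff, the mean activation of all test compounds plus 3 SD, cut at about 40% in these data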;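 also: peak over basal fluorescence ratio in a 140 s read after ATP addition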
CHO-K1 Ca ag: counter-screen for M1 agonists: effect in parental CHO-K1 cells | Fluo-8 calcium fluorescence; scaled to maximal ATP response, vehicle zero | activation, % at 3 µM | actives 0.48% (n = 360,000) | AID 602248; in the data active = activation above about 15%;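 also: untransfected CHO-K1 host cells lacking M1 receptor as counterscreen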
CHRM4 agonist: agonists of human muscarinic M4 receptor (CHRM4) | CHO-K1 hM4/Gqi5, Fluo-8 calcium fluorescence; vehicle 0%, full acetylcholine response 100% | activation, % at 3 µM | actives 0.14% (n = 360,000) | AID 624127;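 active = activation above the run mean over all test wells plus 3 SD, cut at about 32% in these data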;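 also: peak over basal fluorescence ratio per well then scaled between controls; 0% = DMSO wells and 100% = acetylcholine at EC100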
M5 ag: agonists of human muscarinic M5 receptor (CHRM5); CHO-K1 hM5 cells, Fluo-8 calcium fluorescence; 0% DMSO wells, 100% maximal acetylcholine response; activation, % at 3 µM; actives 0.19% (n = 360,000); AID 624037;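 active = activation above the run's mean over test compounds plus 3 SD, cut at about 23% in these data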;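 also: signal is peak over basal fluorescence ratio across the kinetic read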
CHO-K1 Ca antag: counter-screen for M1 antagonists: effect in parental CHO-K1 cells. ATP-induced calcium, Fluo-8 fluorescence. inhibition, % at 3 µM. actives 0.6% (n = 360,000). AID 602250;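 active = inhibition above a per-plate cutoff, the plate's mean sample inhibition plus 3 SD, cut at about 24% in these data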;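 also: 0% = DMSO plus EC80 ATP and 100% = DMSO alone without ATP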
M5 antag: CHRM5 antagonism in calcium assay. actives 0.59% (n = 360,000). P08912. inhibition, % at 3 µM. AID 624040. CHO-hM5 cells, Fluo-8 calcium fluorescence, ACh EC80;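 active = inhibition above a per-plate cutoff, the mean of that plate's test compounds plus 3 SD, cut at about 27% in these data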;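 also: 0% = acetylcholine EC80 with DMSO and 100% = DMSO without agonist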
M4 PAM: CHRM4 positive allosteric modulation | actives 0.4% (n = 360,000) | AID 624126 | CHO-K1 hM4/Gqi5, Fluo-8 calcium fluorescence, ACh EC20; 0% = ACh EC20, 100% = maximal ACh | activation, % at 3 µM | P08173;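 active = activation above its plate's cutoff, the mean activation of sample wells plus 3 SD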; also: some results filed as inactive read as strong as hits
Starred values were filed as active, the others as inactive; . = not tested or not shown. An unsorted share of the library; overall some 2.7% were active at least once.

The opening four entries (preview)
SMILES	M4 antag	M5 PAM	CHO-K1 Ca PAM	CHO-K1 Ca ag	CHRM4 agonist	M5 ag	CHO-K1 Ca antag	M5 antag	M4 PAM
COc1cccc(-c2cccc(NC(=O)C3CCN(Cc4cnn(C)c4)CC3)c2)c1	-11	-10	11	0.5	1	-5	-9	18	1
COC(=O)c1ccccc1-c1ccc(/C=N/NC(N)=O)o1	6	1	21	0.1	0	-1	-8	5	11
O=C(NCc1ccc2c(c1)OCO2)c1cccc(N2CCCC2=O)c1	2	-7	10	1.1	2	-7	-7	-2	1
O=C(NNC(=O)c1ccccc1F)c1ccc(Cl)c(S(=O)(=O)N2CCOCC2)c1	-11	15	0	0.9	2	1	5	-1	11

The list itself, repeating the preview:
SMILES	M4 antag	M5 PAM	CHO-K1 Ca PAM	CHO-K1 Ca ag	CHRM4 agonist	M5 ag	CHO-K1 Ca antag	M5 antag	M4 PAM
COc1cccc(-c2cccc(NC(=O)C3CCN(Cc4cnn(C)c4)CC3)c2)c1	-11	-10	11	0.5	1	-5	-9	18	1
COC(=O)c1ccccc1-c1ccc(/C=N/NC(N)=O)o1	6	1	21	0.1	0	-1	-8	5	11
O=C(NCc1ccc2c(c1)OCO2)c1cccc(N2CCCC2=O)c1	2	-7	10	1.1	2	-7	-7	-2	1
O=C(NNC(=O)c1ccccc1F)c1ccc(Cl)c(S(=O)(=O)N2CCOCC2)c1	-11	15	0	0.9	2	1	5	-1	11
Cc1ccc(C)c(N2CCN(C(=O)CCc3nc(-c4ccc(F)cc4)no3)CC2)c1	-13	1	-9	0.4	3	1	15	-2	-6
CC(=O)OC(COc1ccc(F)cc1)Cn1cnc2ccccc21 (configuration not stated)	11	-4	15	1.1	3	-1	-3	11	-2
COc1ccc(S(=O)(=O)N(CC(=O)N2CCOCC2)c2cc(Cl)ccc2OC)cc1OC	-1	-5	18	4.2	8	2	-11	3	-1
C=CCOc1cccc(C2/C(=C(\O)c3ccc(F)cc3)C(=O)C(=O)N2CCN(C)C)c1 (configuration not stated)	7	5	-4	-0.2	0	-1	-6	1	-3
O=C(Nc1ccc2c(c1)OCO2)c1c(Cl)nc2sccn12	3	-5	-4	0.3	0	-1	-1	4	-5
Cc1nc(C(=O)NNC(=O)c2ccccc2Cl)c(C(F)(F)F)o1	-7	4	16	6.8	0	3	-4	-3	-2
O=C1CCC/C(=N/NC(=O)c2cc(NS(=O)(=O)c3cccs3)cc(NS(=O)(=O)c3cccs3)c2)C1	-9	-1	19	1.1	1	4	-4	3	-12
C=CCSC1=C(C#N)C(c2ccccc2OCC)C(C#N)C(=O)N1 (configuration not stated)	3	-6	1	0.0	0	2	-12	0	2
CCOC(=O)CCc1c(C)c(C#N)c2nc3ccccc3n2c1-n1ccnc1	-11	7	25	0.5	1	-3	-16	-5	10
CN1CCN(CCOCCOc2c(Cl)cc(Cl)cc2Cl)CC1	11	10	4	1.1	1	-17	-14	-5	-5
Cn1cnnc1SCC(=O)Nc1ccc2c(c1)CCC2	10	2	7	0.0	1	2	-2	-9	-4
NS(=O)(=O)c1ccc(CCNC(=O)C(=O)C2C(=O)Nc3ccccc32)cc1 (configuration not stated)	6	0	20	-0.1	0	-2	-10	11	0
CC(C)[C@H](NC(=O)OCc1ccccc1)C(=O)OCC(=O)NC1CCCCC1	0	-3	2	0.5	1	-4	-12	0	1
COc1cc(NC(=O)Nc2cccc(Cl)c2)c(OC)cc1NC(=O)CN1CCCCC1	8	-8	-7	0.7	2	-1	14	0	3
COc1ccc(NC(=O)c2ccccc2OCc2c(C)noc2C)cc1OC	-8	-7	17	1.9	5	0	-3	2	2
Fc1ccc(/C=N/NC2=Nc3cccc4cccc2c34)cc1	7	-9	10	0.4	1	-4	-4	5	-4
COC(=O)c1ccc(NC(=S)NC(=O)c2c(Cl)cnn2C)cc1	-9	8	18	0.7	2	0	-9	-7	9
O=C(O)C1CCN(S(=O)(=O)c2ccc(N3CCOCC3)c([N+](=O)[O-])c2)CC1	-4	3	2	0.3	0	2	-7	-7	3
COc1ccc(S(=O)(=O)NCC2CCCN(C(=O)c3ccco3)C2)cc1 (configuration not stated)	-9	-3	4	1.2	1	-6	-12	-2	-2
Cc1ccc(NC2CCCN(C(=O)c3ccc4nccnc4c3)C2)cc1C (configuration not stated)	1	4	13	0.9	0	-4	-8	0	-2
C/C(=N\OCC(=O)OCC(=O)NC(=O)c1ccc(OC(F)F)cc1)c1ccc2c(c1)OCO2	3	2	13	-0.2	0	-1	2	0	-2
CCN(CC)S(=O)(=O)c1ccc(OC)c(NC(=O)C2CC(=O)N(c3ccc(C)cc3)C2)c1 (configuration not stated)	5	6	-6	0.1	3	-3	-10	-6	7
Cc1cc(C)c(C)c(S(=O)(=O)N2CCN(CC(=O)c3c(N)n(Cc4ccccc4)c(=O)n(C)c3=O)CC2)c1C	-6	-3	4	-0.4	1	-4	-9	2	2
O=C(NNC(=S)Nc1ccccc1Cl)C1CC1	-4	-1	19	0.3	0	0	-12	-2	7
CC(=O)CSc1ccc(-c2nc3ccccc3[nH]2)cn1	-10	-8	-3	1.4	8	3	13	1	-7
O=C(COc1ccc(-n2cnnn2)cc1)Nc1ccc(F)c(Cl)c1	-5	-18	9	2.1	8	4	-8	18	-1
O=C(Nc1nnc(-c2ccncc2)o1)c1ccc2ccccc2c1	8	-6	2	0.7	0	-1	1	4	-2
Cc1ccnc(N2CCC(C(=O)Nc3ccc4c(c3)OCCO4)CC2)n1	7	-6	-3	-0.1	0	-1	-4	10	-9
COc1cccc(CNC(=O)c2cccc(NC3=NC4CS(=O)(=O)CC4S3)c2)c1 (configuration not stated)	-6	-2	21	0.4	2	2	-6	0	8
Cc1cnc(NC(=O)c2c(-c3ccccc3)noc2C)s1	2	-2	1	-0.3	1	-4	-4	7	-10
Cc1c(N)cc2c(c1N)C(C)(C)CC2(C)C	0	6	19	0.7	4	3	11	8	4
COc1cc(C(=O)N2CCN(Cc3ccc4c(c3)OCO4)CC2)c([N+](=O)[O-])cc1OC	4	-1	-4	0.3	3	0	-11	-3	10
CCCCCCOc1ccc(/C(N)=N/O)cc1	10	7	18	0.4	0	-1	-7	-13	-4
CC(C)(C)C1CCc2[nH]c3ccccc3c(=O)c2C1 (configuration not stated)	5	-5	16	0.6	1	-1	-8	2	4
CCN1CCCC1CNC(=O)C(=O)Nc1ccc(OC)cc1 (configuration not stated)	-1	4	15	0.4	0	1	-22	0	-1
CC(=Nc1ccccc1)C1=C(O)C(CC(C)C)NC1=O (configuration not stated)	0	6	-3	-0.5	0	3	-5	-3	2
CCOc1ccc(OCC)c(NC(=O)CCS(=O)(=O)c2ccc(C)cc2)c1	10	-6	-5	-0.4	1	-3	4	13	1
O=C(N/N=C/c1ccccc1F)NC12CC3CC(CC(C3)C1)C2	-11	1	8	0.5	0	-2	-3	5	2
Cn1c(-c2ccc3c(c2)OCO3)cnc1N	-1	-3	17	0.3	1	0	-12	-4	3
Cc1cccc(S(=O)(=O)N(C)C[C@@H]2OCc3cn(nn3)CCCC(=O)N([C@@H](C)CO)C[C@H]2C)c1	-8	2	24	0.6	2	0	-12	-9	5
Cc1cccc(-n2nnnc2SCC(=O)c2cc(C)n(Cc3ccco3)c2C)c1	-5	-3	19	0.2	-1	-4	-6	1	-6
CC1(C(=O)NCc2cccc3ccccc23)CCN1C(=O)C1(c2ccccc2)CC1 (configuration not stated)	-14	-4	20	3.7	1	0	-3	0	4
O=C(Cc1cccc(C(F)(F)F)c1)NCc1cccnc1	2	-5	-17	0.0	1	-2	8	16	0
CC1(C)C2CCC(C2)C1C/C=N/NC(N)=S (configuration not stated)	0	-4	25	1.0	0	-1	-18	4	-8
O=C(NCCO)C(=O)NCC(c1cccs1)S(=O)(=O)c1ccc(F)cc1 (configuration not stated)	-2	-1	15	0.6	1	0	-10	9	0
N=c1c(S(=O)(=O)c2ccc(F)cc2)cc2c(=O)n3ccccc3nc2n1CC1CCCO1 (configuration not stated)	-9	9	4	0.5	2	-4	-24	7	6

Remaining list, next part.
SMILES	M4 antag	M5 PAM	CHO-K1 Ca PAM	CHO-K1 Ca ag	CHRM4 agonist	M5 ag	CHO-K1 Ca antag	M5 antag	M4 PAM
COC(=O)CSc1nnc(-c2ccc(OC)cc2OC)o1	0	5	27	0.6	2	1	-21	-3	5
CCCSc1ccc([C@H]2N[C@@](C)(C(=O)OC)[C@H]3C(=O)N(C)C(=O)[C@@H]23)cc1OC	-5	9	0	-0.2	2	3	-7	-2	9
COc1ccc(S(=O)(=O)NC(=O)C2(C)CCN2C(=O)c2cccc(F)c2)cc1 (configuration not stated)	5	-7	-12	0.2	1	1	13	20	0
O=C(NCc1cccs1)Nc1cccc(Cl)c1	-16	-3	8	4.7	9	-3	3	3	5
C[C@H](NC(=O)C[C@@H]1CC[C@H]2[C@@H](COC[C@H](O)CN2Cc2ccc(C(F)(F)F)cc2)O1)c1ccccc1	-7	9	.	.	6	2	.	-6	11
O=[N+]([O-])C1=CC=C2C(=NC3(CCCCC3)N2O)C1=NCCO	4	6	17	-0.3	0	0	-16	-15	28
Cc1cc2ncn(-c3ncnc4sc(C)c(C)c34)c2cc1C	9	-7	24	0.7	1	-5	-10	1	5
COC(=O)c1[nH]c(C)c(/C(O)=C2\C(=O)C(=O)N(CCN(C)C)C2c2ccccc2OC)c1C (configuration not stated)	1	0	13	0.2	2	-3	-7	-4	5
CC1CCCC(C)N1C(=O)COC(=O)CSc1ccc([N+](=O)[O-])cc1 (configuration not stated)	16	-6	-23	2.0	7	-2	0	3	-8
CCc1ccc(NC(=S)N(Cc2cccnc2)Cc2ccco2)cc1	-8	-3	1	1.9	3	0	-7	3	5
CCOC(=O)Cn1cc(-c2ccccc2)nn1	18	2	13	0.3	1	-1	-8	0	7
Cc1ccc(OCC(=O)Nc2nnc(C3CCCO3)s2)c(Br)c1 (configuration not stated)	11	5	-15	-0.8	-1	0	6	-8	-7
Cc1cccc(-n2nc3c(c2NC(=O)c2ccc(Br)o2)CSC3)c1	10	7	17	1.0	3	1	-22	-2	-2
CC#CCCCC(=O)Nc1ccc(C(=O)O)cc1	11	-2	-7	-0.2	1	3	23	4	30
Oc1ccc2ccccc2c1C=Nc1ccccc1Br	-5	2	21	1.9	1	5	-15	-4	-3
O=C(c1cn2ccccc2n1)N1CCCC(Nc2ccc(F)c(F)c2)C1 (configuration not stated)	-4	0	14	0.5	3	1	4	-7	-1
O=C(OCC(=O)N(Cc1ccccc1)Cc1ccccc1)c1ccccc1NCCO	6	-32	-4	6.2	17	3	10	21	-11
Cc1ccc(Cn2c(C)c(C(=O)NCc3cccs3)sc2=O)cc1	-7	-7	1	1.5	4	-1	4	1	2
Cc1[nH]c2ccccc2c1/C=N/Nc1nc(N2CCCCC2)nc(N2CCCCC2)n1	-14	2	-4	-0.3	-1	-3	-5	-10	-5
COc1cc(CCc2ccccc2)c(C(=O)O)c(O)c1CC=C(C)C	-11	2	28	0.9	4	-2	-14	0	2
CN(C)CCCNC(=S)Nc1ccc(-c2ccccc2)cc1	11	7	15	11	7	-8	4	3	-2
O=C(Nc1cnc2sc3c(n2c1=O)CCCC3)c1ccc(F)cc1	8	5	20	0.6	0	-1	-11	0	12
